aSyn yeast inh: inhibitors of alpha-synuclein toxicity in yeast; Yeast expressing alpha-synuclein, growth rescue, BacTiter-Glo, 24 h; Potency, µM (highest dose often 46.1 µM), for the others: at the top dose growth rescue (activation), actives largely listed as activators; hit rate 0.14% among 370,000; AID 652106; note: % of control where 0% means no effect; nearly all actives have a fitted effect of over 65% in size
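Readout is rescue of growth in alpha-synuclein-expressing yeast, so inhibitors of toxicity appear as activators. Growth after 24 hr at 30 deg C in galactose medium is quantified by luminescence.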
EPAC1 agonist: EPAC1 (human) agonism | hit rate 0.073% among 360,000 | Potency, µM (titrated, usually from 154 µM), inactives show top-dose activation, usual class: activators | O95398 | AID 720707 | EPAC1 agonist qHTS, biochemical assay; response scale: 100% = response to 6.5 mM cAMP; note: nearly all actives have a fitted effect of over 60% in size
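Fluorescent GDP-exchange assay: 100 nM EPAC1 with 250 nM Rap1B preloaded with BODIPY-GDP and 50 uM GDP; compounds tested as concentration series, 5 min at room temperature, then read every 5 min for 30 min (ex 480/em 540 nm); normalized to 6.5 mM cAMP.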
PTHR1 ag: activates the human parathyroid hormone receptor PTHR1. hit rate 0.075% among 410,000. HEK293 GP2 PTHR1 cells, GloSensor cAMP luminescence, 1 h. Potency, µM (highest dose often 115 µM), for the others: at the top dose activation, most hits filed as activators. AID 743266; note: nearly all actives have a fitted effect of over 55% in size; some results filed as inactive show a strong effect at the top dose; inactives centre near -15; many of its hits are not listed in these tables
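HEK-293-derived GP2 cells expressing PTHR1 and a GloSensor cAMP reporter, 3,000/well, plated overnight, given luciferin plus IBMX (each 0.5 mM as added) for 1 h at 37 °C, then compound for 1 h at 37 °C. Luminescence was read after 15 min at room temperature.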
EPAC1 antagonist: antagonists of human EPAC1; Potency, µM (highest dose often 115 µM), inactives show top-dose activity change, negative = inhibition, usual class: inhibitors; hit rate 0.14% among 360,000; O95398; EPAC1 GEF assay, Rap1b-BODIPY-GDP exchange fluorescence;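 note: plate controls were vehicle for no effect and positive control for full effect; nearly all actives have a fitted effect of over 50% in size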
EPAC2 antag: antagonists of human EPAC2 | Q8WZA2 | EPAC2 GEF exchange of Rap1B-BODIPY-GDP, fluorescence | Potency, µM (series often up to 114 µM), inactives show at the highest dose activity, negative = inhibition, actives largely listed as inhibitors | hit rate 0.18% among 360,000; note: % is set by controls: 0 for no effect and ±100 for the full control effect; nearly all actives have a fitted effect of over 45% in size; many of its hits are not listed in these tables
Target sequence (Q8WZA2 whole entry, looked up): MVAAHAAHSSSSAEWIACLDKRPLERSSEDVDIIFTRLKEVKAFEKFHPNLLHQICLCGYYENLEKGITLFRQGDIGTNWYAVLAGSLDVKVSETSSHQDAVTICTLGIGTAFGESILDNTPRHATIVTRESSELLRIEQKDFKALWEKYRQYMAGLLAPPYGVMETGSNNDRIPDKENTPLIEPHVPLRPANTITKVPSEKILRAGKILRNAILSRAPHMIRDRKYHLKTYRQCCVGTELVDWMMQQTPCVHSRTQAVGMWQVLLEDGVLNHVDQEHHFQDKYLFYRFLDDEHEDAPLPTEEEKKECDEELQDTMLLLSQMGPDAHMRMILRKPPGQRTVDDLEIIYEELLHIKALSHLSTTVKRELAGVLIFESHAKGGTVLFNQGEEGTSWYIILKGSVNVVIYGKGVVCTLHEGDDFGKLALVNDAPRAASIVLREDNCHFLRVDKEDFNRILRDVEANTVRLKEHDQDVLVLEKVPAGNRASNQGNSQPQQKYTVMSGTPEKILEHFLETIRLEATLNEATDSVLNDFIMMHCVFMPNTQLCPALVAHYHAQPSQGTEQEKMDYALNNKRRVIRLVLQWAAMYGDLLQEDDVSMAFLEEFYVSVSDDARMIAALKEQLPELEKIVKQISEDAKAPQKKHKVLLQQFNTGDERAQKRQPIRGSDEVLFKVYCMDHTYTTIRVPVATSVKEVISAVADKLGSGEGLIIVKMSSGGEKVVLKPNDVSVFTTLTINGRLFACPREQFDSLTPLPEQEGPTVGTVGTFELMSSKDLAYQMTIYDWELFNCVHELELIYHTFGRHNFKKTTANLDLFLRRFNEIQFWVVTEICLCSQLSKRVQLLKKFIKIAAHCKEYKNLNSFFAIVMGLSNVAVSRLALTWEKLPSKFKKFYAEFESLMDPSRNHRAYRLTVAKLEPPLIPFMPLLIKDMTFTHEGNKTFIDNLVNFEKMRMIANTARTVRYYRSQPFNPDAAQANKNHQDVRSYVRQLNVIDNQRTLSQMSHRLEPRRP
EPAC2 ag: EPAC2 (human) agonism. AID 720711. hit rate 0.079% among 360,000. EPAC2 activation, biochemical qHTS; response scale: 100% = 6.5 mM cAMP response. Q8WZA2. Potency, µM (doses to about 154 µM), for the others: at the highest dose activation, hits mostly activators; note: nearly all actives have a fitted effect of over 50% in size
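Compounds were added across a concentration range to EPAC2 (100 nM), RAP1B-BODIPY-GDP (250 nM) and GDP (50 uM). After 5 min at room temperature, fluorescence was recorded at 5-min intervals for 30 min.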
FUS suppressor: FUS proteinopathy suppression in yeast | AID 1347120 | S. cerevisiae FUS-expressing, growth rescue, OD600, 24 h | hit rate 0.24% among 390,000 | Potency, µM (series often up to 76.6 µM), inactives show at the top dose growth rescue (activation), actives largely listed as activators;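 note: plate controls were DMSO vehicle for no effect and reference control for full effect; nearly all actives have a fitted effect of over 55% in size; some results filed as inactive show a strong effect at the top dose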
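FUS-expressing yeast, raffinose-pregrown, induced in 2% galactose minimal medium at OD 0.005; compounds in a dilution series, 24hr at 30C. Growth restoration read as absorbance at 600 nm. CP55940 positive control, DMSO negative.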
TDP43 rescue: rescues yeast growth from TDP-43 toxicity. AID 652104. hit rate 1.8% among 410,000. TDP-43 expressing yeast growth rescue, BacTiter-Glo, 24 h. Potency, µM (top dose mostly 46.1 µM), inactives show at the highest dose growth rescue (activation), actives largely listed as activators; note: % of control where 0% means no effect; nearly all actives have a fitted effect of over 50% in size
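Cell-based yeast growth screen: TDP-43 expression induced in galactose, inoculum OD600=0.02 after raffinose pregrowth to mid-log. Read-out BacTiter-Glo luminescence at 24 hr, 30 deg C; inhibition of toxicity seen as signal increase.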
The depositor's hits bear a star; & = joins results of further samples; [ ] = dose if it differs, or a comment. Calls come from the whole dose curve; as a rule, active = well fitted curve in the direction sought with a large enough effect; inconclusive = small, poorly fitted or top-dose-only effect, or another doubt; inactive = no such curve, though single readings can be large; an effect the other way counts as inactive or inconclusive. Potency is the fitted concentration of half-maximal effect. The list is partial; rates above refer to the full screens.

For O=C(CCCCCn1c(=S)[nH]c2cc3c(cc2c1=O)OCO3)NCCc1ccccc1 the results were aSyn yeast inh 2.7%, EPAC1 agonist 11.6%, PTHR1 ag inactive, EPAC1 antagonist -0.3%, EPAC2 antag 2.1%, EPAC2 ag 3.1%, FUS suppressor -12.6% and TDP43 rescue 19.8%.
For O=C(COC(=O)COc1ccccc1)NCCc1ccccc1 the results were aSyn yeast inh -0.5%, EPAC1 agonist 12.6%, PTHR1 ag inactive, EPAC1 antagonist -9.3%, EPAC2 antag -10.4%, EPAC2 ag 10.3%, FUS suppressor 4.2% and TDP43 rescue 0.0%.
For COc1cccc(CNC(=O)c2nnn(CC(=O)Nc3c(C)cccc3C)c2N)c1 the results were aSyn yeast inh -8.8%, EPAC1 agonist 2.1%, PTHR1 ag inactive, EPAC1 antagonist -2.8%, EPAC2 antag 3.6%, EPAC2 ag 4.6%, FUS suppressor 20.3% and TDP43 rescue -0.5%.
Screening Cc1sc2ncnc(NCC3(N4CCOCC4)CCCCC3)c2c1C returned aSyn yeast inh 1.1%, EPAC1 agonist -4.2%, PTHR1 ag inactive, EPAC1 antagonist 8.0%, EPAC2 antag -3.3%, EPAC2 ag -6.5%, FUS suppressor -2.2% and TDP43 rescue 1.5%.
For COc1cccc(CNC(=O)CN2C(=O)COc3ccc(S(=O)(=O)N4CCCC4)cc32)c1 the results were aSyn yeast inh -3.0%, EPAC1 agonist -13.6%, PTHR1 ag -3.3%, EPAC1 antagonist -19.0%, EPAC2 antag 6.4%, EPAC2 ag 1.6%, FUS suppressor -17.4% and TDP43 rescue -3.4%.
Screening COc1ccccc1C(=O)NC(CCSC)C(=O)NNC(=O)c1ccc(F)cc1 (configuration not stated) returned aSyn yeast inh -1.3%, EPAC1 agonist 5.9%, PTHR1 ag inactive, EPAC1 antagonist 7.1%, EPAC2 antag -5.1%, EPAC2 ag 1.0%, FUS suppressor 19.0% and TDP43 rescue -15.7%.
Screening O=C(N/N=C1/CCCc2ccccc21)C(c1ccccc1)c1ccccc1 returned aSyn yeast inh -1.6%, EPAC1 agonist 4.9%, PTHR1 ag inconclusive, EPAC1 antagonist 1.7%, EPAC2 antag 5.1%, EPAC2 ag 2.3%, FUS suppressor 43.4% and TDP43 rescue -20.0%.
Screening COc1ccc(CCNC(=O)c2ccc(S(=O)(=O)N(C)c3ccccc3)cc2)cc1OC returned aSyn yeast inh -5.8%, EPAC1 agonist 16.8%, PTHR1 ag inactive, EPAC1 antagonist -6.7%, EPAC2 antag 3.4%, EPAC2 ag 21.6%, FUS suppressor 13.6% and TDP43 rescue -11.4%.
`COc1ccc(S(=O)(=O)n2cnc(C)c2)cc1` gave aSyn yeast inh -6.4%, EPAC1 agonist -0.7%, PTHR1 ag -9.3%, EPAC1 antagonist 19.9%, EPAC2 antag -3.3%, EPAC2 ag 0.5%, FUS suppressor -5.3% and TDP43 rescue -18.7%.
COc1ccc(C2Oc3ccccc3N2C(C)=O)cc1 (configuration not stated) was read as aSyn yeast inh 3.7%, EPAC1 agonist 10.1%, PTHR1 ag -5.5%, EPAC1 antagonist 6.3%, EPAC2 antag 0.1%, EPAC2 ag 1.3%, FUS suppressor -4.3% and TDP43 rescue inconclusive.
Screening CC1CN(C(=S)SCC(=O)c2ccc(Cl)cc2)CC(C)O1 (configuration not stated) returned aSyn yeast inh -0.1%, EPAC1 agonist -3.1%, PTHR1 ag -40.5%[inhibitor], EPAC1 antagonist -7.2%, EPAC2 antag 1.7%, EPAC2 ag 0.9%, FUS suppressor 15.4% and TDP43 rescue inconclusive.
CC(=O)N1CCc2cc(S(=O)(=O)CCC(=O)NCCc3ccc(C)cc3)ccc21 was read as aSyn yeast inh 2.9%, EPAC1 agonist -10.1%, PTHR1 ag -27.8%, EPAC1 antagonist -4.1%, EPAC2 antag -6.1%, EPAC2 ag -5.3%, FUS suppressor -15.8% and TDP43 rescue 14.1%.
`COc1ccc(OC)c(NC(=O)/C=C/c2ccccc2[N+](=O)[O-])c1` gave aSyn yeast inh -0.9%, EPAC1 agonist -2.6%, PTHR1 ag inactive, EPAC1 antagonist 0.0%, EPAC2 antag -2.1%, EPAC2 ag 2.1%, FUS suppressor inconclusive and TDP43 rescue 8.1%.
For Cc1cc(C(=O)CSc2nnc(CCC(N)=O)n2C)c(C)n1C1CC1 the results were aSyn yeast inh -5.4%, EPAC1 agonist 7.6%, PTHR1 ag inactive, EPAC1 antagonist -7.1%, EPAC2 antag 10.6%, EPAC2 ag 6.3%, FUS suppressor 13.8% and TDP43 rescue -6.0%.
`O=C(Nn1c(=O)[nH]c2ccccc2c1=O)c1ccco1` gave aSyn yeast inh -2.2%, EPAC1 agonist 3.7%, PTHR1 ag inactive, EPAC1 antagonist 3.9%, EPAC2 antag 11.8%, EPAC2 ag 7.3%, FUS suppressor 11.7% and TDP43 rescue 8.3%.
`CCCN(C(=O)c1ccc(S(=O)(=O)N2CCCC2)cc1)C1CCS(=O)(=O)C1` (configuration not stated) gave aSyn yeast inh -1.1%[1.84 µM], EPAC1 agonist -6.7%, PTHR1 ag 24.9%, EPAC1 antagonist -4.2%, EPAC2 antag 3.9%, EPAC2 ag 7.6%, FUS suppressor 6.9% and TDP43 rescue 0.0%.
`Nc1n[nH]c(N)c1N=Nc1ccccc1` gave aSyn yeast inh -5.6%, EPAC1 agonist 10.5%, PTHR1 ag -28.1%, EPAC1 antagonist 2.7%, EPAC2 antag -3.9%, EPAC2 ag 6.0%, FUS suppressor -1.6% and TDP43 rescue 14.4%.
COC(=O)c1ccc(Cn2nnc3c(=O)[nH]c(C4CCCN(S(=O)(=O)c5ccccc5)C4)nc32)cc1 (configuration not stated) was read as aSyn yeast inh 0.7%, EPAC1 agonist 0.4%, PTHR1 ag -18.5%, EPAC1 antagonist -5.8%, EPAC2 antag 5.4%, EPAC2 ag 0.9%, FUS suppressor -2.3%&7.5% and TDP43 rescue 15.4%&-8.8%.
Screening CC(C)c1ccc(NC(=O)C2CCCCC2C(=O)O)cc1 (configuration not stated) returned aSyn yeast inh -9.0%, EPAC1 agonist -0.8%, PTHR1 ag inactive, EPAC1 antagonist 4.7%, EPAC2 antag 10.5%, EPAC2 ag 0.3% and TDP43 rescue 23.7%.
`Cc1nnc2sc(COc3ccccc3)nn2c1=O` gave aSyn yeast inh -2.1%, EPAC1 agonist 1.4%, PTHR1 ag inactive, EPAC1 antagonist -1.4%, EPAC2 antag 0.9%, EPAC2 ag -2.8%, FUS suppressor -0.2% and TDP43 rescue 20.2%.
`CCCCn1c(=N)c(S(=O)(=O)c2ccc(Br)cc2)cc2c(=O)n3cccc(C)c3nc21` gave aSyn yeast inh 2.0%, EPAC1 agonist 8.0%, PTHR1 ag inactive, EPAC1 antagonist 4.8%, EPAC2 antag -5.7%, EPAC2 ag 2.6%, FUS suppressor 19.8% and TDP43 rescue -22.3%.
N/C(CC(=O)Nc1cc(C(F)(F)F)ccc1Cl)=N\O was read as aSyn yeast inh 2.5%, EPAC1 agonist -20.4%, PTHR1 ag -9.0%, EPAC1 antagonist -11.4%, EPAC2 antag -7.9%, EPAC2 ag -2.4%, FUS suppressor -26.1% and TDP43 rescue -3.4%.
CCCS(=O)(=O)N1CCN(c2ccccc2F)CC1 was read as aSyn yeast inh 16.9%, EPAC1 agonist -5.3%, PTHR1 ag inactive, EPAC1 antagonist 10.8%, EPAC2 antag 0.2%, EPAC2 ag -12.9%, FUS suppressor -28.7% and TDP43 rescue 9.8%.
COCCCn1c(CCC(=O)O)ccc1-c1ccc(F)cc1 was read as aSyn yeast inh 12.0%, EPAC1 agonist -5.3%, PTHR1 ag inactive, EPAC1 antagonist 1.0%, EPAC2 antag 9.5%, EPAC2 ag 1.6%, FUS suppressor inconclusive and TDP43 rescue 11.4%.
O=C(Nc1cccc(F)c1)c1ccc(Cn2cc([N+](=O)[O-])cn2)o1 was read as aSyn yeast inh -2.6%, EPAC1 agonist 10.4%, PTHR1 ag -29.3%, EPAC1 antagonist -2.1%, EPAC2 antag -9.4%, EPAC2 ag 6.4%, FUS suppressor 20.3% and TDP43 rescue 9.2%.
Screening CC1CN(C(=O)CN2C(=O)NC3(CCCC3)C2=O)C(=Nc2cccc(S(=O)(=O)N(C)C)c2)S1 (configuration not stated) returned aSyn yeast inh -2.8%, EPAC1 agonist 3.6%, PTHR1 ag inactive, EPAC1 antagonist 0.2%, EPAC2 antag 0.0%, EPAC2 ag 6.7%, FUS suppressor 21.2% and TDP43 rescue 7.3%.
`OCCNC(=S)c1ccccc1` gave aSyn yeast inh 2.3%, EPAC1 agonist -1.3%, PTHR1 ag inactive, EPAC1 antagonist 4.3%, EPAC2 antag 16.8%, EPAC2 ag 8.5%, FUS suppressor -5.1% and TDP43 rescue 11.0%.
`CCOc1ccccc1NC(=O)/C=C/c1ccc(S(=O)(=O)N2CCOCC2)cc1` gave aSyn yeast inh -0.1%, EPAC1 agonist 2.9%, PTHR1 ag -17.2%, EPAC1 antagonist -15.5%, EPAC2 antag -19.3%, EPAC2 ag 1.9%, FUS suppressor inconclusive and TDP43 rescue -2.8%.
Screening CCN(C1CCCCC1)S(=O)(=O)c1ccc(S(=O)(=O)N(CC(=O)Nc2ccccc2)C2CC2)cc1 returned aSyn yeast inh -7.1%, EPAC1 agonist 17.2%, PTHR1 ag -6.1%, EPAC1 antagonist -2.2%, EPAC2 antag -2.8%, EPAC2 ag 7.5%, FUS suppressor 34.3% and TDP43 rescue -7.5%.
`CCCc1nnc(NC(=O)c2ccc(S(=O)(=O)N(C)c3ccccc3OC)cc2)s1` gave aSyn yeast inh 0.6%, EPAC1 agonist -1.8%, PTHR1 ag -45.7%, EPAC1 antagonist -19.6%, EPAC2 antag -9.4%, EPAC2 ag -6.9% and TDP43 rescue 7.0%.
Screening O=C1/C(=C/c2ccc3c(c2)OCO3)Oc2cc(OCC(=O)N3CCC[C@H]3C(=O)O)ccc21 returned aSyn yeast inh 0.3%, EPAC1 agonist -27.0%, PTHR1 ag -12.3%, EPAC1 antagonist 6.2%, EPAC2 antag 16.5%, EPAC2 ag 0.3%, FUS suppressor 7.9% and TDP43 rescue 23.3%.

Screening data as filed in PubChem BioAssay.
